PAFAH1B2 inh: PAFAH1B2 (human) inhibition; AID 492953; actives 1.2% (n = 340,000); recombinant PAFAH1B2, FP-rhodamine activity probe, fluorescence polarization; inhibition, % at 3.39 µM;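 active = inhibition above the mean of all tested compounds plus 3 SD, cut at about 24% in these data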;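 also: 0% = enzyme with DMSO and 100% = wells lacking PAFAH1B2; many of its hits are not listed in these tables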
Target sequence (P68402 whole entry, looked up): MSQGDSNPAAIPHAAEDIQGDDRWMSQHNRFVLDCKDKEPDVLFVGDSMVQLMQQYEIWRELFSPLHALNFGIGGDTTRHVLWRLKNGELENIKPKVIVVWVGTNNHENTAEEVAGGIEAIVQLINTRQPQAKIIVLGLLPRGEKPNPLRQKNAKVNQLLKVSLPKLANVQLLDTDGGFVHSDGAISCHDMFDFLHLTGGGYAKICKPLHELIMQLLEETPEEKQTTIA
pPAFAH FP inh: inhibitors of human plasma PAF acetylhydrolase (pPAFAH); AID 463082; Q13093; actives 1.5% (n = 330,000); recombinant pPAFAH, FP-rhodamine probe fluorescence polarization; inhibition, % at 3.39 µM;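 active = inhibition above the mean inhibition across the screen plus 3 SD, cut at about 25% in these data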;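 also: inhibitors block binding of the rhodamine activity-based probe so polarization drops; 0% = enzyme with DMSO and 100% = wells lacking pPAFAH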
Target sequence (Q13093 whole entry, looked up): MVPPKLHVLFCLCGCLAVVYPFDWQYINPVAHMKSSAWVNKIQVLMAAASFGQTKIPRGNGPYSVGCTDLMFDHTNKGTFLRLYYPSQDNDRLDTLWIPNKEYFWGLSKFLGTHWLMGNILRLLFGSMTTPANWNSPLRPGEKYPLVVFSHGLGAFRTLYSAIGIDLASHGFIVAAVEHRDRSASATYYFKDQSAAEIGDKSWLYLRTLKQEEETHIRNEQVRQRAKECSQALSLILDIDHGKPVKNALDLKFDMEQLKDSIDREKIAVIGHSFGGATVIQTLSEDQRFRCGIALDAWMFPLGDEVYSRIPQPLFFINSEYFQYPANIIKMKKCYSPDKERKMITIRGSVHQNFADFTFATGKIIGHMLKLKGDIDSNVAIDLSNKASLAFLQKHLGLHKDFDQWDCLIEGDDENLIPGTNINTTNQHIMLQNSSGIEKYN
PAD4 FP inh: blocks human protein arginine deiminase 4; actives 0.41% (n = 330,000); AID 485272; inhibition, % at 6.36 µM; recombinant PAD4, RCA probe fluorescence polarization;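 active = percent inhibition above a cutoff equal to the mean of all tested compounds plus 3 SD, cut at about 15% in these data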;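 also: 0% = PAD4 with RCA probe and DMSO and 100% = probe without PAD4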
PAFAH1B3 inh: blocks human PAF acetylhydrolase 1B catalytic subunit 3 | actives 0.28% (n = 340,000) | Q15102 | inhibition, % at 3.39 µM | AID 492972 | recombinant PAFAH1B3, FP-rhodamine probe, fluorescence polarization;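 active = inhibition above the screen-wide average of all tested compounds plus 3 SD, cut at about 25% in these data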;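 also: 0% = enzyme with DMSO only and 100% = wells lacking PAFAH1B3 protein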
GSTO1 inh: blocks human GSTO1 in RBBP9 counter-screen | inhibition, % at 5.96 µM | recombinant GSTO1, activity-based probe fluorescence polarization | AID 1974 | P78417 | actives 1.1% (n = 300,000);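 active = inhibition above the campaign mean inhibition plus 3 SD, cut at about 35% in these data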;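 also: 0% = GSTO1-1 with DMSO and 100% = wells lacking GSTO1-1 enzyme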
Target sequence (P78417 whole entry, looked up): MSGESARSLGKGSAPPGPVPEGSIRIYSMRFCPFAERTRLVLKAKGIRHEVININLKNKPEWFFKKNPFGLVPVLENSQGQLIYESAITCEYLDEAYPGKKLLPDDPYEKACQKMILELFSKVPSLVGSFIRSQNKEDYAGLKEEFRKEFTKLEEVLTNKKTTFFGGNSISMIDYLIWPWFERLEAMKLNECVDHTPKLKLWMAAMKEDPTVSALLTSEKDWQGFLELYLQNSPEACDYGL
Fam108B inh: Fam108B inhibition, counter-screen for RBBP9 inhibitors; recombinant Fam108B, FP-Rh probe fluorescence polarization; inhibition, % at 9.51 µM; actives 0.33% (n = 300,000); AID 1947;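 active = inhibition above the screen mean inhibition plus 3 SD, computed separately per campaign, cut at about 18% in these data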;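 also: inhibitors lower polarization as less probe binds the enzyme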
PME-1 primary: blocks human protein phosphatase methylesterase 1; Q9Y570; recombinant PME-1, FP-Rh probe fluorescence polarization; inhibition, % at 5.9 µM; actives 0.53% (n = 320,000);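 active = inhibition above the campaign mean of all compounds plus 3 SD, cut at about 26% in these data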;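 also: competitive labeling of PME-1 active site by serine hydrolase directed probe; 0% = PME-1 with DMSO and 100% = wells lacking PME-1 enzyme; inhibitors block probe labeling so polarization falls and inhibition rises; many of its hits are not listed in these tables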
LYPLA1 counter: counter-screen for PME1 inhibitors: inhibitors of human LYPLA1 | AID 2174 | recombinant LYPLA1, FP-Rh probe fluorescence polarization | inhibition, % at 5.9 µM | actives 0.16% (n = 320,000) | O75608;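 active = inhibition above the mean of all tested compounds plus 3 SD, set per campaign, cut at about 14% in these data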;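 also: inhibitors block serine hydrolase probe labeling of LYPLA1 so polarization falls; 0% = enzyme with DMSO and 100% = wells lacking LYPLA1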
PAFAH2 inh: inhibitors of human PAFAH2. inhibition, % at 3.39 µM. actives 0.99% (n = 340,000). Q99487. recombinant PAFAH2, FP-rhodamine activity probe, fluorescence polarization;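 active = inhibition above the mean over all tested compounds plus 3 SD, cut at about 30% in these data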;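 also: inhibitors block probe labeling of enzyme so polarization drops; 0% = enzyme with DMSO and 100% = wells lacking PAFAH2 protein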
Starred values were filed as active, the others as inactive; · = not tested or not shown. This is a subset (hit frequency here may not be typical).

nr | molecule | PAFAH1B2 inh | pPAFAH FP inh | PAD4 FP inh | PAFAH1B3 inh | GSTO1 inh
1 | CC(C)Nc1nnc(SCc2cc(=O)n3ccsc3n2)s1 | 7 | 1 | -6 | 8 | -9
2 | CC(C)CN1C(=O)c2ccc(C(=O)NCc3ccc4c(c3)OCO4)cc2C1=O | 3 | 4 | -2 | -9 | 4
3 | O=S(=O)(NCc1cccnc1)c1ccc(Cl)c(Cl)c1 | 16 | 6 | 0 | 10 | 2
4 | Cc1ccc(NC(=O)C2Cc3ccccc3CN2C(=O)c2ccco2)cc1S(=O)(=O)N(C)C (centres undefined) | 4 | 3 | -3 | -1 | 0
5 | CC(Sc1nc(NCc2ccccc2)nc(N2CCOCC2)n1)C(=O)Nc1ccccc1 (centres undefined) | 6 | -3 | 1 | 7 | -4
6 | O=C(NC1CCCCCCC1)NC1CCCCC1 | 3 | -6 | -4 | 6 | 3
7 | CC(c1nnnn1C1CCCCC1)N(Cc1ccccc1)Cc1cccnc1 (centres undefined) | 8 | 1 | -3 | 4 | 0
8 | C=CCNC(=O)C1CCC(=O)N1S(=O)(=O)c1ccc(C)cc1 (centres undefined) | 4 | 4 | -6 | 2 | 3
9 | COC(=O)Cn1c(=NC(=O)c2ccc([N+](=O)[O-])s2)sc2cc(Br)ccc21 | · | 2 | -3 | · | 6
10 | COc1cccc(CCNC(=O)CC2C(=O)NCCN2Cc2ccc(C)o2)c1 (centres undefined) | 0 | 4 | 0 | 5 | 8
11 | CC(NC(=O)Nc1ccc(Cl)cc1)C1CCCO1 (centres undefined) | -3 | 2 | 4 | -7 | 3
12 | O=C(O)c1cc(-c2ccc(/C=N/NC(=S)Nc3ccccc3)o2)ccc1Cl | · | 23 | -2 | · | 48*

nr | Fam108B inh | PME-1 primary | LYPLA1 counter | PAFAH2 inh
1 | -2 | -3 | -1 | -4
2 | 1 | -1 | 2 | 1
3 | -4 | -3 | -5 | 4
4 | -2 | 0 | -1 | 0
5 | -9 | 2 | 1 | 3
6 | -2 | -2 | 2 | 5
7 | 0 | 1 | 3 | 1
8 | 1 | 0 | 3 | -2
9 | 5 | 4 | 0 | ·
10 | 1 | -2 | -1 | -5
11 | 1 | 1 | -4 | 1
12 | 5 | 22 | 3 | ·

Next part:
nr | molecule | PAFAH1B2 inh | pPAFAH FP inh | PAD4 FP inh | PAFAH1B3 inh | GSTO1 inh
13 | Cc1ccc(C)c(N2CCN(S(=O)(=O)c3ccc4c(c3)CC(C)N4C(=O)C3CC3)CC2)c1 (centres undefined) | -1 | 3 | -6 | -4 | -7
14 | O=C1c2ccccc2S(=O)(=O)c2cc(C(=O)N3CCN(c4ncccn4)CC3)ccc21 | 8 | 4 | -3 | 18 | 3
15 | CCCCNC(=O)C(=O)c1ccccc1NC(C)=O | -6 | 2 | 2 | 2 | 3
16 | O=C(CNCc1ccccc1)Nc1ccc(Oc2ccccc2)cc1 | · | 11 | -2 | · | 4
17 | CCc1ccc(OCC(=O)N/N=C(\C)c2ccccc2OC(F)F)cc1 | 2 | -1 | -3 | -5 | -4
18 | O=C(CCNS(=O)(=O)c1ccccc1)NNC(=O)COc1ccccc1F | 7 | 0 | -4 | 5 | ·
19 | O=c1c2cnn(-c3ccccc3)c2nnn1Cc1ccccn1 | 6 | 3 | -4 | -3 | -5
20 | Fc1cc(F)cc(NC(=S)NCCCN2CCOCC2)c1 | 3 | -7 | 6 | 5 | 3
21 | O=C(COC(=O)/C=C/c1ccco1)NCc1ccco1 | 11 | 4 | -5 | 17 | 1
22 | CCCN(CC(=O)Nc1ccccc1C)C(=O)c1nn(CC)c(=O)c2ccccc12 | -7 | 2 | -6 | 9 | ·
23 | O=C(CNC(=O)c1ccc(N2CCCC2=O)cc1)Nc1ccc(F)c(F)c1F | 1 | -2 | -1 | 3 | ·
24 | Cc1ccccc1NC(=O)c1cc(S(=O)(=O)N2CCOCC2)cn1C | 0 | 2 | -2 | -1 | -1

nr | Fam108B inh | PME-1 primary | LYPLA1 counter | PAFAH2 inh
13 | -1 | 3 | 0 | -2
14 | -1 | 2 | -1 | 5
15 | 4 | 1 | 2 | 7
16 | -4 | -2 | 1 | ·
17 | 0 | 2 | 3 | 8
18 | · | · | · | 1
19 | 4 | -2 | 1 | 4
20 | 1 | 3 | 1 | -1
21 | 2 | 1 | 2 | 37*
22 | · | 6 | -3 | -4
23 | · | · | · | 1
24 | -6 | -6 | -3 | 12

Looked up by structure from the entries so far (4):
nr | molecule | PAFAH1B2 inh | pPAFAH FP inh | PAD4 FP inh | PAFAH1B3 inh | GSTO1 inh
19 | O=c1c2cnn(-c3ccccc3)c2nnn1Cc1ccccn1 | 6 | 3 | -4 | -3 | -5
21 | O=C(COC(=O)/C=C/c1ccco1)NCc1ccco1 | 11 | 4 | -5 | 17 | 1
17 | CCc1ccc(OCC(=O)N/N=C(\C)c2ccccc2OC(F)F)cc1 | 2 | -1 | -3 | -5 | -4
15 | CCCCNC(=O)C(=O)c1ccccc1NC(C)=O | -6 | 2 | 2 | 2 | 3

nr | Fam108B inh | PME-1 primary | LYPLA1 counter | PAFAH2 inh
19 | 4 | -2 | 1 | 4
21 | 2 | 1 | 2 | 37*
17 | 0 | 2 | 3 | 8
15 | 4 | 1 | 2 | 7

Carrying on:
nr | molecule | PAFAH1B2 inh | pPAFAH FP inh | PAD4 FP inh | PAFAH1B3 inh | GSTO1 inh
25 | O=C(COc1ccc(-n2cnnn2)cc1)Nc1ccccc1OC(F)F | -3 | 2 | 1 | 4 | ·
26 | COc1ccc(Cl)cc1NC(=O)CSc1nnc(CN2CCOCC2)n1-c1ccc(Cl)cc1 | 1 | 3 | 2 | 5 | 7
27 | COc1cccc(-c2noc(-c3ccc(Br)o3)n2)c1 | 4 | 6 | -3 | 6 | 8
28 | Cc1ccc(CNC(=O)CS(=O)Cc2nc(-c3cccs3)oc2C)cc1 (centres undefined) | 5 | 16 | -6 | 2 | 1
29 | O=C(CCNC(=O)c1ccco1)Nc1ccc(OC(F)(F)F)cc1 | 5 | 5 | -3 | 1 | -4
30 | COC(=O)CSc1ccc(S(=O)(=O)N2CCC(C)CC2)cc1[N+](=O)[O-] | 27* | 2 | 0 | -5 | 4
31 | CCCCn1c(SCC(=O)Nc2nnc(C)s2)nnc1-c1ccoc1C | 0 | 1 | 2 | 5 | 5
32 | CCCCNC(=O)CCn1nc(-c2ccccc2)ccc1=O | 1 | -4 | 0 | 16 | 1
33 | COc1ccc(Cc2c(C)nc(N)nc2Cl)cc1 | -1 | 2 | -2 | 1 | 0
34 | CCCCCCn1c(SCC(=O)Nc2cc(C)on2)nc2ccccc2c1=O | -3 | 8 | 1 | -5 | 7
35 | O=C(CCC1CCCN(C(=O)C2CCCC2)C1)NCc1ccc(F)c(F)c1 (centres undefined) | 2 | 5 | -4 | 9 | -3
36 | COc1cc2c(cc1OC)[C@@H]1Cc3ccc(OC)c(OC)c3CN1CC2 | 3 | 3 | 1 | 3 | 3

nr | Fam108B inh | PME-1 primary | LYPLA1 counter | PAFAH2 inh
25 | · | -2 | -1 | -3
26 | 5 | -3 | -2 | -6
27 | -1 | 1 | -3 | 3
28 | 5 | 2 | 0 | 3
29 | 0 | 4 | -1 | 17
30 | 6 | 1 | 1 | -4
31 | 1 | 3 | -1 | -3
32 | -5 | 0 | 0 | -1
33 | 0 | -2 | 3 | -5
34 | 0 | 4 | -2 | -5
35 | 4 | -1 | -2 | 7
36 | 1 | -3 | -1 | 8

Remaining list, next part:
nr | molecule | PAFAH1B2 inh | pPAFAH FP inh | PAD4 FP inh | PAFAH1B3 inh | GSTO1 inh
37 | CCOC(=O)C1=C(N)Oc2ccc3ccccc3c2C1c1cccc(O)c1 (centres undefined) | 6 | 2 | 1 | 0 | 2
38 | O=C(Cn1cc2c(n1)CCCCC2)NCCN1CCOCC1 | 0 | 1 | 0 | 3 | -3
39 | CCOC(=O)N1CCC(NC(=O)Cn2cc3c(n2)CCCCC3)CC1 | -3 | -4 | 2 | -1 | 0
40 | Clc1ccc(C2Nc3ccccc3-n3cccc32)cc1 (centres undefined) | -1 | 1 | -1 | 8 | -8
41 | CC(=O)NCCC1CCN(C(=O)C2CCC(=O)N(C3CCCC3)C2)CC1 (centres undefined) | 2 | -1 | 1 | 7 | 3
42 | COc1cc(SC)ccc1C(=O)NCC1CCCCC1 | 10 | 8 | -4 | 2 | 5
43 | O=C1CN(C(=O)c2ccco2)c2ccccc2N1 | 1 | -1 | 5 | -2 | -4
44 | CS(=O)(=O)N(CC(=O)Nc1cccc([N+](=O)[O-])c1)c1cccc(F)c1 | 6 | 2 | -6 | 7 | 0
45 | CNC(=O)Cn1nc(-c2ccc(C)cc2)c2ccccc2c1=O | 1 | 2 | 0 | 5 | 14
46 | CC(=O)N1CCc2cc(Br)cc(S(=O)(=O)NCCN3CCCCC3C)c21 (centres undefined) | 6 | 3 | -4 | 3 | 5
47 | Cc1ccc(NC(=O)C2c3ccccc3Oc3ccccc32)c(C)c1 | 3 | 0 | -4 | -3 | 2
48 | NC(=O)c1nn2c(C(F)(F)F)cc(-c3ccccc3)nc2c1Br | -3 | 7 | -3 | 5 | -2

nr | Fam108B inh | PME-1 primary | LYPLA1 counter | PAFAH2 inh
37 | -4 | -18 | -10 | -5
38 | 0 | -3 | 2 | 0
39 | 2 | 1 | 3 | 3
40 | -1 | 0 | -2 | 2
41 | -2 | -3 | -3 | -5
42 | 1 | 1 | -1 | 9
43 | -1 | 1 | 0 | 0
44 | 4 | -1 | -3 | 3
45 | 0 | 1 | 2 | 1
46 | -3 | 0 | 3 | -1
47 | -7 | -7 | -3 | -3
48 | -5 | 1 | 1 | 0

Carrying on.
nr | molecule | PAFAH1B2 inh | pPAFAH FP inh | PAD4 FP inh | PAFAH1B3 inh | GSTO1 inh
49 | COc1ccc(Cl)cc1NC(=O)COC(=O)C1CC1 | -3 | 3 | -2 | 0 | ·
50 | COc1ccc(-c2cc(C(F)(F)F)nc(S(C)(=O)=O)n2)cc1 | -5 | 29* | 2 | 0 | -30
51 | CCc1nccn1CCC(=O)N1CCCC(N2CCN(c3ccccc3F)CC2)C1 (centres undefined) | 1 | 5 | 0 | 7 | -2
52 | NS(=O)(=O)c1cc(C(=O)OCC(=O)Nc2ccccc2[N+](=O)[O-])ccc1Cl | -4 | 7 | -3 | 6 | 0
53 | CC(C(=O)Nc1ccc(F)cc1Cl)N(C)CCOc1ccccc1 (centres undefined) | 4 | 3 | 5 | 8 | 5

nr | Fam108B inh | PME-1 primary | LYPLA1 counter | PAFAH2 inh
49 | · | 2 | -6 | 6
50 | -15 | -18 | -14 | -2
51 | 0 | -1 | 1 | 3
52 | 1 | -2 | 3 | 10
53 | -1 | 5 | 0 | -3

A few values from the entries so far.
COc1ccc(-c2cc(C(F)(F)F)nc(S(C)(=O)=O)n2)cc1 in PAFAH2 inh: -2
CCc1nccn1CCC(=O)N1CCCC(N2CCN(c3ccccc3F)CC2)C1 (centres undefined) in PAD4 FP inh: 0

Screening results: PubChem, The Scripps Research Institute Molecular Screening Center
